Screening data from PubChem.
L929 necroptosis = L929 zVAD cell death inhibition; L929 zVAD necroptosis rescue, ATP luminescence, 24 h; with zVAD 60 µM; viability rescue, % at 10 µM; 220,000 tested, 0.38% active; AID 1377;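 active means activation, scaled between plate controls, above about 75%, limit read from the data; inactive means activation under that limit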;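 further: 0% = zVAD with DMSO and 100% = DMSO alone without zVAD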
Runt-CBFb FRET = inhibitors of human RUNX1 Runt domain binding to CBFb. Q01196+Q13951. Cerulean-Runt/Venus-CBFb FRET ratio 530/480, 1 h. inhibition, % at 20 µM. 220,000 tested, 0.46% active;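 active means inhibition over about 50% at 20 µM in the single-dose screen, limit read from the data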;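 further: 0% = DMSO wells and 100% = excess unlabeled CBFb competitor control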
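Assay system: Cerulean-Runt domain / Medium: Tris 50 mM pH 7.5, KCl, K2SO4, 0.01% BSA / Timing: protein complex preformed 1 h, compound exposure 1 h, room temperature, dark / Measured by: FRET, excitation 422 nm, emission at 530 and 480 nm / Evaluation: loss of energy transfer signal / Control set: 5 µM unlabeled CBFb as full-inhibition high control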
Hck-Nef inh = human Hck-Nef kinase inhibition; 220,000 tested, 0.68% active; Recombinant Hck-YEEI plus Nef, Z-Lyte FRET kinase assay; inhibition, % at 20 µM; AID 463187;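 active means Hck-Nef kinase inhibition above about 50%, limit read from the data; inactive means inhibition below that limit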;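 further: 0% = DMSO with Hck plus Nef and 100% = Hck alone without Nef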
EP2 modulator = modulators of human EP2 prostaglandin E2 receptor; P43116; EP2-expressing cells, cAMP HTRF FRET, PGE2 co-stimulation; induction, % at 25 µM; 260,000 tested, 0.83% active;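 active means compounds whose cAMP rise, as percent of the full-agonist control response, exceeds 60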;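 further: rat C6 glioma line stably carrying human EP2 under a CMV promoter; the protocol text gives 20 µM as final concentration; 100% = response of wells given 1 µM PGE2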
TNF necrop inh = inhibitors of TNF-alpha induced necroptosis in Jurkat FADD-/- cells. Jurkat FADD-/- TNF necroptosis rescue, ATP luminescence, 24 h; 0 = TNF only, 100 = no-TNF cells. activation (protection from cell death), % at 10 µM. 220,000 tested, 0.068% active. AID 463075;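 active means activation, meaning protection from cell death, of at least 50% relative to plate controls; inactive means activation below 50%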;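 further: necroptosis triggered by 40 ng/mL TNF-alpha added together with compound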
PERK inh = inhibitors of human PERK kinase; Q9NZJ5; CHO PERK-DD fusion, SEAP luminescence translation reporter; inhibition, % at 5.6 µM; 220,000 tested, 0.17% active; AID 1416;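 active means inhibition above the mean inhibition of all tested compounds plus 3 SD, set separately per screening campaign, cut at about 2.9% in these data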;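 further: PERK kinase domain activated by AP20187 dimerizer at 100 nM; 0% = DMSO with dimerizer and 100% = rapamycin at 8.4 µM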
Target sequence (Q9NZJ5 whole entry, looked up, the tested form may be a part): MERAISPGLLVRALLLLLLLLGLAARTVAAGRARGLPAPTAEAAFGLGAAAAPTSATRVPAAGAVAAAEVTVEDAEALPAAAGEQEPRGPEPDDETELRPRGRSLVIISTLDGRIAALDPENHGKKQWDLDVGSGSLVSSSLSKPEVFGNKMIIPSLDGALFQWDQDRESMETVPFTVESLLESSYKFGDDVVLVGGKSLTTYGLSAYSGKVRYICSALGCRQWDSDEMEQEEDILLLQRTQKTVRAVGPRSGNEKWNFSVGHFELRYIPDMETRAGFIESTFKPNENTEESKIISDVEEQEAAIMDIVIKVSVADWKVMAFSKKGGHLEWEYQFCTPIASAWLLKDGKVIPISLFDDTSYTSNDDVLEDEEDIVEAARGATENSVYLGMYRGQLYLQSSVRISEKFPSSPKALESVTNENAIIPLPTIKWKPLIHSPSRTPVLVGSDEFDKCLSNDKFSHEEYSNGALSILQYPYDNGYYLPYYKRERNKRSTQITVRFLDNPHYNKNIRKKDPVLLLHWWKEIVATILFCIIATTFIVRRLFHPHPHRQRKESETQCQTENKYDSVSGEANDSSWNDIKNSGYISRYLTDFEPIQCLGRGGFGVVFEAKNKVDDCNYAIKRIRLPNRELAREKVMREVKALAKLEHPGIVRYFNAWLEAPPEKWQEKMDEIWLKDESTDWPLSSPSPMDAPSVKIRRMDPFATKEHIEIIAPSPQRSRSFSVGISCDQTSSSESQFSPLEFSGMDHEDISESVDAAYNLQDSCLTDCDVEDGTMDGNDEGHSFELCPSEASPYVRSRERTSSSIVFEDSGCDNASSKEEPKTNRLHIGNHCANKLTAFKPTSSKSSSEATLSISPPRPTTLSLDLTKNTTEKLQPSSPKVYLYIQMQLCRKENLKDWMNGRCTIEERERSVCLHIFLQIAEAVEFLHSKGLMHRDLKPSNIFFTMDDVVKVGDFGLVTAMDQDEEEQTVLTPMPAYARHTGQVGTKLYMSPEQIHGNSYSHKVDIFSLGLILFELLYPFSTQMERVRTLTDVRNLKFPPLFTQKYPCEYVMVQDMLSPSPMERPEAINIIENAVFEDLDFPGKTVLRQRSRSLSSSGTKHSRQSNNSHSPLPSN
RBBP9 inh = inhibitors of human serine hydrolase RBBP9 | O75884 | recombinant RBBP9, FP-Rh probe fluorescence polarization | inhibition, % at 7.94 µM | 220,000 tested, 0.2% active | AID 1515;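 active means inhibition above the campaign mean of all tested compounds plus 3 SD, cut at about 14% in these data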;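 further: plate controls were DMSO wells with RBBP9 for no effect and wells lacking RBBP9 protein for full effect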
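Measured by – fluorescence polarization · Test system – RBBP9 protein · Input – 2.5 µM RBBP9 dispensing solution, before mixing · Measure – percent inhibition from mP, scaled between DMSO and no-protein wells · Benchmarks – DMSO-treated enzyme wells and wells lacking RBBP9 · Times – preincubation 30 min plus labeling 45 min at 25 °C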
Runt-SMMHC FRET = inhibitors of human RUNX1 Runt domain binding to CBFb-SMMHC. Q01196+Q13951. Cerulean-Runt/Venus-CBFb-SMMHC FRET ratio 530/480, 1 h. inhibition, % at 20 µM. 220,000 tested, 0.74% active;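 active means mean inhibition across duplicate retests at 20 µM reaching about 50%, limit read from the data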;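 further: 0% = DMSO wells and 100% = wells with excess untagged CBFb-SMMHC; inhibitors lower the FRET ratio by blocking Runt binding to CBFb-SMMHC; some results filed as inactive read as strong as hits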
PGE2 EP2 inh = EP2 receptor (human) inhibition; P43116; C6 glioma cells expressing human EP2, cAMP TR-FRET; cells stimulated with saturating PGE2; inhibition, % at 25 µM; 260,000 tested, 0.52% active; AID 1422;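 active means percent inhibition above 40 after rounding to a whole number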;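 further: rat C6 glioma host cells with rolipram phosphodiesterase inhibitor present; the protocol text gives 20 µM as final concentration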
Starred values were filed as active, the others as inactive; & = joins results of further samples. This is a subset, so the mix of outcomes need not match the whole.

CCOC(=O)C(=Cc1cc(=O)c(OC)co1)C(=O)OCC was read as L929 necroptosis -0.9, Runt-CBFb FRET 4, Hck-Nef inh 6, EP2 modulator -34, TNF necrop inh 15, PERK inh 1.2, RBBP9 inh -4, Runt-SMMHC FRET 5 and PGE2 EP2 inh 26.
Screening COc1ccc(NC(=O)CC(CC(=O)O)c2cc(OC)c(OC)c(OC)c2)cc1 (stereo unspecified) returned L929 necroptosis -0.6, Runt-CBFb FRET -1, Hck-Nef inh 7, EP2 modulator 2, TNF necrop inh 3.6, PERK inh 1.7, RBBP9 inh 2, Runt-SMMHC FRET -2 and PGE2 EP2 inh 12.
Screening Fc1ccc(NC(=S)N2CCN(c3cccc(C(F)(F)F)c3)CC2)cc1 returned L929 necroptosis 0.2, Runt-CBFb FRET 3, Hck-Nef inh 0, EP2 modulator -69, TNF necrop inh -0.5, PERK inh 1.3, RBBP9 inh -1, Runt-SMMHC FRET 1 and PGE2 EP2 inh 14.
For CC(C)C(CCNC(=O)CC(Cc1ccccc1)c1ccco1)c1ccco1 (stereo unspecified) the results were L929 necroptosis 0.8, Runt-CBFb FRET 0, Hck-Nef inh 1, EP2 modulator 7, TNF necrop inh -0.4, PERK inh -0.2, RBBP9 inh -3, Runt-SMMHC FRET 1 and PGE2 EP2 inh 6.
`Clc1ccc(OCCn2ccnc2)c2ccccc12` gave L929 necroptosis 0.0, Runt-CBFb FRET 2, Hck-Nef inh 20, EP2 modulator 0, TNF necrop inh -0.9, PERK inh -0.1, RBBP9 inh 2, Runt-SMMHC FRET 0 and PGE2 EP2 inh 1.
Cc1cc2n(n1)SC(Nc1cccc3ccccc13)N2 (stereo unspecified) was read as L929 necroptosis -0.2, Runt-CBFb FRET 15, Hck-Nef inh 2, EP2 modulator 4, TNF necrop inh -2.4, PERK inh 0.8, RBBP9 inh -10, Runt-SMMHC FRET 6 and PGE2 EP2 inh 7.
CCCOc1c(OC)cccc1C1CC(=O)Nc2cc3c(cc21)OCCO3 (stereo unspecified) was read as L929 necroptosis 0.0, Runt-CBFb FRET 0, Hck-Nef inh 1, EP2 modulator 47, TNF necrop inh -12, PERK inh -1.3, RBBP9 inh -8, Runt-SMMHC FRET 1 and PGE2 EP2 inh 4.
For N#C/C(=C\c1ccc([N+](=O)[O-])o1)C(=O)Nc1ccc(F)cc1 the results were L929 necroptosis 0.5, Runt-CBFb FRET 20, Hck-Nef inh 40, EP2 modulator -84, TNF necrop inh -12, PERK inh 0.2, RBBP9 inh -4, Runt-SMMHC FRET 18 and PGE2 EP2 inh 26.
For Cc1ccsc1/C=N/NC(=O)CN1CCN(S(=O)(=O)c2ccc(Br)cc2)CC1 the results were L929 necroptosis 0.5, Runt-CBFb FRET -2, Hck-Nef inh 1, EP2 modulator -5, TNF necrop inh -0.3, PERK inh -0.2, RBBP9 inh 0, Runt-SMMHC FRET -3 and PGE2 EP2 inh 5.
`Cc1ccc(C)c(NC(=O)COC(=O)CCCN=C2NS(=O)(=O)c3ccccc32)c1` gave L929 necroptosis -0.2, Runt-CBFb FRET -4, Hck-Nef inh 0, EP2 modulator 8, TNF necrop inh -0.4, PERK inh 0.4, RBBP9 inh 2, Runt-SMMHC FRET -37 and PGE2 EP2 inh 11.
For CC(C)OC(=O)Cn1c(=O)sc2ccccc21 the results were L929 necroptosis -1.6, Runt-CBFb FRET 1, Hck-Nef inh -1, EP2 modulator 18&-32, TNF necrop inh 2.5, PERK inh 0.6, RBBP9 inh 5, Runt-SMMHC FRET -1 and PGE2 EP2 inh 5&6.
For Cn1c(=O)cc(OCCCC(=O)N2CCN(Cc3ccc4c(c3)OCO4)CC2)c2ccccc21 the results were L929 necroptosis -0.5, Runt-CBFb FRET 0, Hck-Nef inh -1, EP2 modulator 3, TNF necrop inh -2.0, PERK inh -1.8, RBBP9 inh -11, Runt-SMMHC FRET -1 and PGE2 EP2 inh 6.
For c1ccc2c(c1)CCN(c1nc3ccccc3n3cnnc13)C2 the results were L929 necroptosis 1.4, Runt-CBFb FRET -8, Hck-Nef inh 1, EP2 modulator 31, TNF necrop inh -3.7, PERK inh -0.2, RBBP9 inh -7, Runt-SMMHC FRET -5 and PGE2 EP2 inh 18.
For Fc1ccc(CNCc2ccccc2Cl)cc1 the results were L929 necroptosis 0.6, Runt-CBFb FRET -2, Hck-Nef inh 17, EP2 modulator -23, TNF necrop inh 4.4, PERK inh 1.0, RBBP9 inh 4, Runt-SMMHC FRET 1 and PGE2 EP2 inh 5.
For COc1ccc(NC(=O)C(c2ccccc2)N2CCN(c3ccccn3)CC2)cc1Cl (stereo unspecified) the results were L929 necroptosis -0.2, Runt-CBFb FRET 0, Hck-Nef inh 8, EP2 modulator -18, TNF necrop inh 5.9, PERK inh 0.1, RBBP9 inh -5, Runt-SMMHC FRET 1 and PGE2 EP2 inh 2.

Random excerpt: 2 compounds from above.
Cc1cc2n(n1)SC(Nc1cccc3ccccc13)N2 (stereo unspecified) was read as L929 necroptosis -0.2, Runt-CBFb FRET 15, Hck-Nef inh 2, EP2 modulator 4, TNF necrop inh -2.4, PERK inh 0.8, RBBP9 inh -10, Runt-SMMHC FRET 6 and PGE2 EP2 inh 7.
`Cc1ccc(C)c(NC(=O)COC(=O)CCCN=C2NS(=O)(=O)c3ccccc32)c1` gave L929 necroptosis -0.2, Runt-CBFb FRET -4, Hck-Nef inh 0, EP2 modulator 8, TNF necrop inh -0.4, PERK inh 0.4, RBBP9 inh 2, Runt-SMMHC FRET -37 and PGE2 EP2 inh 11.

The list goes on.
Screening CCOc1cc(C(=O)N2CCOCC2)ccc1OCc1ccccc1 returned L929 necroptosis -0.2, Runt-CBFb FRET 0, Hck-Nef inh 2, EP2 modulator 24, TNF necrop inh -0.8, PERK inh 0.4, RBBP9 inh -4, Runt-SMMHC FRET 1 and PGE2 EP2 inh 11.
For O=C1CC(C(=O)Nc2ccc(Cl)cc2[N+](=O)[O-])C2(CCCCC2)O1 (stereo unspecified) the results were L929 necroptosis 0.8, Runt-CBFb FRET -4, Hck-Nef inh 1, EP2 modulator -2, TNF necrop inh 0.4, PERK inh -0.6, RBBP9 inh -9, Runt-SMMHC FRET -2 and PGE2 EP2 inh 4.
`C/C(=C\C=C\c1ccccc1)C(=O)c1c(C)cc(C)[nH]c1=O` gave L929 necroptosis 0.2, Runt-CBFb FRET -2, Hck-Nef inh -8, EP2 modulator -19, TNF necrop inh -0.9, PERK inh 0.9, RBBP9 inh -1, Runt-SMMHC FRET 3 and PGE2 EP2 inh 11.
Screening Cc1ccc(C)c(NC(=O)c2cnn3ccccc23)c1 returned L929 necroptosis 85*, Runt-CBFb FRET 2, Hck-Nef inh 67*, EP2 modulator 0, TNF necrop inh -1.2, PERK inh 0.6, RBBP9 inh -9, Runt-SMMHC FRET 0 and PGE2 EP2 inh 10.
CSc1nnc(C(C)c2ncc(C(F)(F)F)cc2Cl)n1C (stereo unspecified) was read as L929 necroptosis 1.5, Runt-CBFb FRET 0, Hck-Nef inh 20, EP2 modulator 32, TNF necrop inh 0.6, PERK inh 1.4, RBBP9 inh -4, Runt-SMMHC FRET 1 and PGE2 EP2 inh 5.
Screening CNC(=O)COC(=O)c1ccc(Cl)c(S(=O)(=O)N2CCCC2)c1 returned L929 necroptosis 2.0, Runt-CBFb FRET 0, Hck-Nef inh 21, EP2 modulator -9, TNF necrop inh 1.3, PERK inh 0.8, RBBP9 inh 3, Runt-SMMHC FRET -1 and PGE2 EP2 inh 0.
`CCOC(=O)N1CCN(C(=O)CSc2ccc3nnc(CCNC(=O)c4ccccc4)n3n2)CC1` gave L929 necroptosis 4.0, Runt-CBFb FRET 1, Hck-Nef inh 6, EP2 modulator -11, TNF necrop inh -0.2, PERK inh -0.6, RBBP9 inh -8, Runt-SMMHC FRET 1 and PGE2 EP2 inh 8.
For S=C(Nc1ccc(Cl)cc1)c1nc2ccccc2[nH]1 the results were L929 necroptosis 0.4, Runt-CBFb FRET 3, Hck-Nef inh 1, EP2 modulator 41, TNF necrop inh -12, PERK inh -0.1, RBBP9 inh -4, Runt-SMMHC FRET -1 and PGE2 EP2 inh 6.
`CCOC(=O)C1(Cc2ccc(Cl)cc2)CCN(Cc2cnc(N)nc2)CC1` gave L929 necroptosis -1.8, Runt-CBFb FRET -2, Hck-Nef inh 11, EP2 modulator -1, TNF necrop inh 0.6, PERK inh 0.7, RBBP9 inh -10, Runt-SMMHC FRET -2 and PGE2 EP2 inh 4.
For COC(=O)c1c(C(=O)OC)c(-c2cccc(Cl)c2)n2c1CS(=O)C2 (stereo unspecified) the results were L929 necroptosis 1.3, Runt-CBFb FRET 1, Hck-Nef inh 21, EP2 modulator 18, TNF necrop inh 0.8, PERK inh 1.1, RBBP9 inh -5, Runt-SMMHC FRET 3 and PGE2 EP2 inh 6.
For CCn1c(=O)cc(SCC(=O)Nc2ccc3c(c2)OCCO3)c2ccccc21 the results were L929 necroptosis -0.2, Runt-CBFb FRET -1, Hck-Nef inh 0, EP2 modulator 17, TNF necrop inh -1.5, PERK inh -0.4, RBBP9 inh -3, Runt-SMMHC FRET 0 and PGE2 EP2 inh 7.
For Cn1c(=O)n(CCOc2ccccc2Cl)c2ccccc21 the results were L929 necroptosis 0.0, Runt-CBFb FRET -6, Hck-Nef inh 7, EP2 modulator 34, TNF necrop inh -4.0, PERK inh -0.5, RBBP9 inh -1, Runt-SMMHC FRET -7 and PGE2 EP2 inh 10.
Nc1cc(Nc2ccc(Br)cc2)nc(N)n1 was read as L929 necroptosis -1.2, Runt-CBFb FRET 20, Hck-Nef inh 11, EP2 modulator -36, TNF necrop inh 0.5, PERK inh 2.8, RBBP9 inh 1, Runt-SMMHC FRET 17 and PGE2 EP2 inh 1.
Cc1cccc(C)c1NC(=O)CSc1nnc(Cc2ccccc2)o1 was read as L929 necroptosis 0.6, Runt-CBFb FRET -5, Hck-Nef inh -1, EP2 modulator 14, TNF necrop inh 0.0, PERK inh -0.5, RBBP9 inh -4, Runt-SMMHC FRET 1 and PGE2 EP2 inh 16.
For C=CCNS(=O)(=O)c1sccc1/C=N/O the results were L929 necroptosis -0.6, Runt-CBFb FRET -2, Hck-Nef inh 0, EP2 modulator 20, TNF necrop inh 0.2, PERK inh 1.1, RBBP9 inh -6, Runt-SMMHC FRET 4 and PGE2 EP2 inh 2.
CC(C)NC(=O)c1cc2cc(Br)ccc2oc1=O was read as L929 necroptosis -0.9, Runt-CBFb FRET -2, Hck-Nef inh -1, EP2 modulator -4, TNF necrop inh -1.0, PERK inh 0.2, RBBP9 inh -7, Runt-SMMHC FRET -6 and PGE2 EP2 inh 11.
COC(=O)COc1ccc(S(=O)(=O)N2CCOCC2)cc1C was read as L929 necroptosis -0.2, Runt-CBFb FRET -1, Hck-Nef inh 0, EP2 modulator 15&-27, TNF necrop inh -0.4, PERK inh -0.2, RBBP9 inh -5, Runt-SMMHC FRET -1 and PGE2 EP2 inh 11&8.
